Rab9 prom act: Rab9 promoter activation; Huh7 Rab9 promoter-luciferase reporter, luminescence, 24 h; AID 485297; 2.8% of 320,000 active; Potency, µM (doses to about 9.22 µM), for the others: at the top dose activation, negative = inhibition, usual class: activators; also: potency is read from the fitted curve at half-maximal effect; % of control where 0% means no effect; nearly all actives have a fitted effect of over 60% in size
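Huh7 cells stably carrying a Rab9 promoter-luciferase reporter, 1500 cells per well in OP-MEM I with 10% FBS, treated with compound 24 hours at 37C. Luciferase activity read by luminescence after 10 minutes with Amplite reagent.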
TRPV1 agonist: agonists of human vanilloid receptor 1 (TRPV1) | AID 540275 | 0.19% of 320,000 active | TRPV1-expressing cells, Fluo-8 calcium influx, agonist mode | Q8NER1 | activation, % at 8.33 µM; in the data active = activation above about 80%; inconclusive = between about 30% and that limit; also: 0% is about no effect
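Cells expressing TRPV1 were dye-loaded with Fluo-8 and read kinetically: 10 s baseline, 3 min after compound (agonist portion), then 2 min after EC20 capsaicin (allosteric enhancer portion). Calcium-bound dye fluorescence at 480/520 nm.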
BRCA1 expr act: BRCA1 expression activation; MCF7-BRCA1-FFLuc reporter, luminescence, 48 h; response scale: scaled: vehicle 0%, 10 µM genistein 100%; Potency, µM (series often up to 46.1 µM), without a hit: top-dose activation, hits mostly activators; 1.1% of 380,000 active; AID 624202; also: potency is read from the fitted curve at half-maximal effect; nearly all actives have a fitted effect of over 80% in size; some results filed as inactive show a strong effect at the top dose
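MCF7-BRCA1-FFLuc, 2000 cells/well; 2 h attach, 37 °C/5% CO2; compound 48 h; luciferase substrate 15 min; luminescence end-point. Norm. to genistein 10 microM max activation and DMSO; concentration-response curves fitted.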
ELG1 DNA repair: inhibitors of ELG1-dependent DNA repair in HEK293T cells; HEK293T ELG1-luciferase reporter, luminescence, 16 h; DNA damage induced by 5-fluorouridine; Potency, µM (highest dose often 46.1 µM), inactives show at the highest dose activity change, negative = inhibition, actives largely listed as inhibitors; 2.3% of 330,000 active; AID 504467; also: potency is read from the fitted curve at half-maximal effect; % is scaled to controls: 0 for no effect and ±100 for the full control effect; nearly all actives have a fitted effect of over 55% in size
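5-Fluorouridine DNA damage + compound/DMSO, 2,000 cells/well, 16 h, 37 °C/5% CO2. ONE-Glo, 30 min RT, luminescence. Readout = decrease in reporter signal.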
ELG1 genotox: inducers of genotoxicity in HEK293T ELG1-luciferase cells; 1.3% of 330,000 active; Potency, µM (top dose mostly 46 µM), for the others: top-dose activity change, positive = activation, usual class: activators; AID 504466; HEK293T ELG1-luciferase reporter, luminescence, 16 h; also: potency is read from the fitted curve at half-maximal effect; % of control where 0% means no effect; nearly all actives have a fitted effect of over 60% in size
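16 hr compound incubation (37 °C, 5% CO2) of HEK293T cells carrying luciferase-tagged ELG1; luciferase then measured by ONE-Glo luminescence after 30 min at RT.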
NPC1 prom act: activators of NPC1 promoter | 2.4% of 320,000 active | Huh7 NPC1 promoter luciferase reporter, 24 h | Potency, µM (highest dose often 9.22 µM), for inactives: at the top dose activation, actives largely listed as activators;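 also: potency is read from the fitted curve at half-maximal effect; % of control where 0% means no effect; nearly all actives have a fitted effect of over 60% in size; reporter is driven by a mutant NPC1 promoter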
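In 1536-well qHTS, Huh7 cells harboring an NPC1 promoter–luciferase construct received compound for 24 h; activation was quantified by luminescence following luciferase reagent addition.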
Gal4-VP16 FLuc: Gal4-VP16 reporter inhibition counter-screen; Drosophila S2 Gal4-VP16 UAS-luciferase, luminescence, 20 h; 3.5% of 310,000 active; Potency, µM (highest dose often 53.6 µM), for the others: at the highest dose activity, negative = inhibition, usual class: inhibitors;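 also: Gal4-VP16 expression switched on by copper sulfate through the metallothionein promoter; potency is read from the fitted curve at half-maximal effect; % is scaled to controls: 0 for no effect and ±100 for the full control effect; nearly all actives have a fitted effect of over 50% in size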
Tb PFK block: T. brucei PFK enzyme inhibition; T. brucei PFK, ADP-Glo luminescence; 0.17% of 330,000 active; Potency, µM (highest dose often 57.5 µM), for the others: top-dose activity, negative = inhibition, most hits filed as inhibitors; O15648;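 also: potency is read from the fitted curve at half-maximal effect; 0% = uninhibited 1x PFK enzyme wells and -100% = no-enzyme wells; nearly all actives have a fitted effect of over 60% in size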
Target sequence (O15648 whole entry, looked up): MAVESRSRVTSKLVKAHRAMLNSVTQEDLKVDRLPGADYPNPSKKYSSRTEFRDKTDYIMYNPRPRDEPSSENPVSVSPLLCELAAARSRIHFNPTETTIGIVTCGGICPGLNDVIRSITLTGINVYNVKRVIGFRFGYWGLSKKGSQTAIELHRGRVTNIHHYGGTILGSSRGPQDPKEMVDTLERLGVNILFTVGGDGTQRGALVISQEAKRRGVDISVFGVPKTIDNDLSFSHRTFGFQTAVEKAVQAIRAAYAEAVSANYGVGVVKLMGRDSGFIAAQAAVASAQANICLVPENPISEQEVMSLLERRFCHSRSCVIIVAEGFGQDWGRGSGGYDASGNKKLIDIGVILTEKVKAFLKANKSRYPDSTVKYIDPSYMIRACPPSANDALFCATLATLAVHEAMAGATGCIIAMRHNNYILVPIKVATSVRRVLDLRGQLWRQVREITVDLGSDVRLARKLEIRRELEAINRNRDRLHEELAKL
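ADP-Glo luminescence quantified ADP after 45 min at room temperature, with 1.25 nM T. brucei PFK, 0.1 mM ATP and 0.5 mM fructose-6-phosphate in pH 8.0 TEA buffer. qHTS titrations up to 57 µM; curves classified by quality.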
FLuc modulator: counter-screen for miR-21 project: firefly luciferase inhibitors or activators. purified FLuc, Km substrates, luminescence inhibition. P08659. Potency, µM (series often up to 57.5 µM), for the others: at the highest dose activity change, negative = inhibition, most hits filed as inhibitors. 6.9% of 360,000 active;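 also: potency is read from the fitted curve at half-maximal effect; plate controls were vehicle for no effect and reference inhibitor for full effect; nearly all actives have a fitted effect of over 55% in size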
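Purified P. pyralis luciferase, 10 nM final, with Km-level 10 uM D-luciferin and 10 uM ATP in 50 mM Tris acetate pH 7.5, 10 mM Mg acetate, 0.01% Tween-20, 0.05% BSA; 6-point qHTS titration about 60 µM downward; luminescence read.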
p53 reactivation: mutant p53 re-activation in reporter cells; Potency, µM (doses to about 92.2 µM), inactives show at the highest dose activity change, positive = activation, usual class: activators; H1299 p53-A138V BP100-luciferase reporter, luminescence, 24 h; 0.063% of 320,000 active; AID 504706; also: potency is read from the fitted curve at half-maximal effect; % of control where 0% means no effect; nearly all actives have a fitted effect of over 45% in size
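H1299 (p53-null), stable ts p53-A138V + BP100-Luc; 1000 cells/well, Opti-MEM/10% FBS; cpd 4 pt, 1:5; 24 h, 37 deg C, 5% CO2; detection reagent 10 min RT; luminescence.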
RORg inh: blocks mouse ROR gamma transcriptional activity. Drosophila S2 Gal4-RORgamma UAS-luciferase reporter, 20 h. Potency, µM (top dose mostly 53.6 µM), without a hit: top-dose activity change, negative = inhibition, usual class: inhibitors. 5.4% of 310,000 active; also: potency is read from the fitted curve at half-maximal effect; % is scaled to controls: 0 for no effect and ±100 for the full control effect; nearly all actives have a fitted effect of over 60% in size
Target sequence (P51450 whole entry, looked up, the tested form may be a part): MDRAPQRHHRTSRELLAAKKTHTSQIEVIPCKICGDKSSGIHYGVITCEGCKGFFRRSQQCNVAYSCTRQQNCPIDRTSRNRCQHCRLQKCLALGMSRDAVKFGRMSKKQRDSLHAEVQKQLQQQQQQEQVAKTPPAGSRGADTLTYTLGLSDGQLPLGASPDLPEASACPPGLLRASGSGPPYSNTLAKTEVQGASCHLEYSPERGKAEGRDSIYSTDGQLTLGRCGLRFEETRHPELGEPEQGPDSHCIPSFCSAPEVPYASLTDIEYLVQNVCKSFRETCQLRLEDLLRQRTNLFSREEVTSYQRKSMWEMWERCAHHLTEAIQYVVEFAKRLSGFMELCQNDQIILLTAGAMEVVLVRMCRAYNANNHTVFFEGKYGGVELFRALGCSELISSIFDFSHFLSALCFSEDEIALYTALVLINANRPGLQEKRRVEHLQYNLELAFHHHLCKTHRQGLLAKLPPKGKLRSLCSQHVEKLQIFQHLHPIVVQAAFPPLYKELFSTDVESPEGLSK
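Read-out: Photinus luciferase luminescence; inhibitors lower reporter signal. Insect Schneider cells with Gal4-ROR gamma fusion under metallothionein promoter, UAS reporter; 700 uM final copper sulfate induction, 20 hr, ambient temperature.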
* hit, by the source's call; ? = inconclusive; / = not tested or not shown; [ ] = dose if it differs, or a comment. Unless noted, calls follow the shape of the dose curve; as a rule, active = well fitted curve in the direction sought with a large enough effect; inconclusive = small, poorly fitted or top-dose-only effect, or another doubt; inactive = no such curve, though single readings can be large; an effect the other way counts as inactive or inconclusive.

SMILES	Rab9 prom act	TRPV1 agonist	BRCA1 expr act	ELG1 DNA repair	ELG1 genotox	NPC1 prom act	Gal4-VP16 FLuc	Tb PFK block	FLuc modulator	p53 reactivation	RORg inh
C=CCn1c(SCC(=O)Nc2cc(C)on2)nc2sc(C)c(C)c2c1=O	2%	2	-4%	10%	2%	-4%	3%	-1%	1%	1%	2%
CCOC(=O)c1cc(-c2cccs2)nc2c1c(C)nn2-c1ccccn1	-1%	?	-50%	?	-9%	-2%	7.1µM*	1%	?	-4%	1.8µM*
CCC(=O)N1CCC2(CC1)Oc1ccc(Cl)cc1C(=O)C21CC(c2cccnc2)=NO1 (centres undefined)	-11%	9	0%	3%	6%	-4%	0%	0%	-2%	-4%	7%
S=c1[nH]nc(C2CCCCC2)n1/N=C/c1ccccc1Cl	1%	4	-32%	1%	-1%	1%	?	-26%	-9%	-2%	11µM*
CCCC(=O)C1=C(SCC)CC(C)(C)C(C(=O)OC)C1=O (centres undefined)	-4%	1	-14%	-2%	-3%	2%	-9%	0%	1%	-3%	-8%
O=C(NCc1ccc(F)cc1)C1CCN(S(=O)(=O)N2CCCC2)CC1	-3%	1	1%	0%	6%	-2%	-1%	-6%	0%	-1%	6%
O=c1[nH]c(SCc2ccc(F)cc2)nc2c1cnn2-c1ccc(F)cc1	-2%	7	-5%	1%	6%	-1%	?	7%	0%	-10%	7%
O=c1c(=O)n(O)c2ccccc2n1O	1%	-2	-4%	13%	1%	3%	-11%	-6%	-2%	-1%	-4%[10 µM]
Cc1ccc(C(=O)COC(=O)c2cccc([N+](=O)[O-])c2)s1	7%	9	18%	?	10%	11%	/	-4%	4.8µM*	?	/
C#CCOCCOCCOCCNc1nc(N2CCN(C(=O)[C@H](C(C)C)n3cc(CCO)nn3)CC2)nc(N2CCN(C(=O)[C@H]([C@@H](C)CC)n3cc(CCCN=C(N)N)nn3)CC2)n1	-7%	-3	6%	2%	1%	-3%	-17%	5%	0%	1%	38%
CCCCOC(C)n1cc(F)c(=O)[nH]c1=O (centres undefined)	-10%	1	12%	1%	-2%	-5%	-4%	-3%	5%	-5%	9%
CCS(=O)(=O)Nc1ccc(C2=NN(C(C)=O)C(c3cccs3)C2)cc1 (centres undefined)	1%	3	-25%	?	1%	-28%	?	0%	-7%	3%	?
CCCC(=O)Nc1ccc(S(=O)(=O)Nc2cc(OC)ncn2)cc1	-1%	2	-2%	-2%	0%	-6%	/	0%	0%	/	/
Cc1c(C(=O)NCCc2ccc3c(c2)OCCO3)oc2ccccc12	9%	22	3%[1.84 µM]	-18%	-1%	-2%	8%	1%	19µM*	5%	13%
COc1cccc(C(=O)c2c(C)c(CCC#N)n3ccccc23)c1OC	10%	4	-11%	-22%	6%	-4%	7%	3%	4%	0%	-7%
COc1ccc(S(=O)(=O)Nc2ccc3oc(C)c(C(=O)O)c3c2)cc1	3%	1	-4%	-2%	0%	-1%	6%	-1%	0%	0%	1%
Cc1ccc(NS(=O)(=O)c2cccc(C(=O)Nc3cc(C)on3)c2)cc1	-5%	-1	-55%	21µM*	-3%	-2%	-24%	-6%	-1%	-1%	?
Nc1c(C(=O)N2CCCCCC2)oc2ccccc12	16%	20	-3%	?	9%	-2%	-11%	-4%	-20%	?	16%
CC1CN(C(=O)c2cccs2)CC(C)O1 (centres undefined)	-2%	0	-3%	6%	1%	-4%	-5%	-6%	0%	-2%	-7%
CCOC(=O)C1(Cc2ccc(OC)cc2)CCN(C(=O)c2cc(C)on2)CC1	5%	19	10%	2%	3%	8%	5%	1%	?	15%	3%
CCOc1ccc(C(=O)NCc2cccs2)cc1	?	1	83%	5%	3%	16%	24%	1%	-3%	5%	3%
COCCNc1nnc(SCC(=O)c2ccc3c(c2)OCO3)s1	0%	0	-13%	0%	1%	15%	-4%	2%	-9%	0%	-8%
CN1CCCC(OC(=O)c2cc(Cl)cc(Cl)c2)C1 (centres undefined)	3%	6	-10%	25%	0%	-1%	1%	-4%	-3%	0%	-6%
CCOC(=O)Cn1nnnc1CN(Cc1ccc(OC)cc1)Cc1cc2cc(CC)ccc2[nH]c1=O	3%	/	-31%	?	-8%	2%	8%	3%	0%	-3%	-15%

Not a retest: entries from further up.
SMILES	Rab9 prom act	TRPV1 agonist	BRCA1 expr act	ELG1 DNA repair	ELG1 genotox	NPC1 prom act	Gal4-VP16 FLuc	Tb PFK block	FLuc modulator	p53 reactivation	RORg inh
COc1cccc(C(=O)c2c(C)c(CCC#N)n3ccccc23)c1OC	10%	4	-11%	-22%	6%	-4%	7%	3%	4%	0%	-7%
COc1ccc(S(=O)(=O)Nc2ccc3oc(C)c(C(=O)O)c3c2)cc1	3%	1	-4%	-2%	0%	-1%	6%	-1%	0%	0%	1%
Cc1ccc(NS(=O)(=O)c2cccc(C(=O)Nc3cc(C)on3)c2)cc1	-5%	-1	-55%	21µM*	-3%	-2%	-24%	-6%	-1%	-1%	?
Nc1c(C(=O)N2CCCCCC2)oc2ccccc12	16%	20	-3%	?	9%	-2%	-11%	-4%	-20%	?	16%

New compounds follow:
SMILES	Rab9 prom act	TRPV1 agonist	BRCA1 expr act	ELG1 DNA repair	ELG1 genotox	NPC1 prom act	Gal4-VP16 FLuc	Tb PFK block	FLuc modulator	p53 reactivation	RORg inh
Cc1ccc(NC(=O)CSc2n[nH]c(C)c2[N+](=O)[O-])cc1C	-2%	21	-3%	10%	1%	-1%	?	-9%	-7%	-3%	21%
O=C(/C=C/c1ccccc1)NC(=O)c1ccccc1O	?	19	32%	?	?	?	?	25%	1.7µM*	28µM*	-17%
COc1ccc(NC(=O)CCN2C(=O)C3CC=CCC3C2=O)cc1S(=O)(=O)N1CCCCC1 (centres undefined)	-7%	7	-3%	-9%	0%	-1%	/	0%	-3%	0%	/
CCCN1CCN(CCCNC(=O)c2ccc3c(c2)NC(=O)c2ccccc2S3)CC1	-12%	1	-44%	?	-1%	3%	4%	3%	1%	-3%	2%
COc1ccc(N(C)S(=O)(=O)c2cccc(C(=O)NC3CCCCC3C)c2)cc1 (centres undefined)	5%	10	-39%	?	-10%	-2%	0%	7%	1%	-3%	30%
CN(CC1CCCO1)S(=O)(=O)c1ccc(C(=O)Nc2ccc3c(c2)OCO3)cc1 (centres undefined)	-9%	?	11%	12µM*	-4%	-3%	6%	3%	-7%	2%	27%
COc1ccc(CCN=c2c([N+](=O)[O-])nn(-c3cccc(C)c3)n2O)cc1OC	25%	3	-31%	?	-13%	-3%	4%	-1%	-4%	?	-10%
CCOC(=O)CNC(=O)C12CC3CC(CC(C3)C1)C2	-3%	-1	-1%	-13%	-3%	1%	0%	2%	3%	4%	-1%
Cc1nn(Cc2nnc(SCC(=O)Nc3cccc(C(F)(F)F)c3)n2C)c(C)c1[N+](=O)[O-]	-1%	-5	-14%	-5%	0%	-1%	-11%	-3%	-1%	-8%	26%
CCCC(=O)Nc1sc(Cc2ccccc2)c(C)c1C(N)=O	-11%	19	-17%	?	-5%	0%	10%	-18%	?	-3%	?
O=C(Cn1ncc2c([nH]c3ccccc32)c1=O)N1CCN(c2ccc(F)cc2)CC1	-2%	0	2%	1%	-2%	1%	1%	2%	0%	-9%	0%
O=C(NCc1ccccc1)NC(O)C(Cl)(Cl)Cl (centres undefined)	4%	1	-1%	17%	5%	-5%	-12%	-4%	1%	4%	12%
O=C1C=C(c2ccc3c(c2)OCO3)C[C@@H](c2ccc(F)cc2)C1	1%	?	13%	8%	4%	9%	/	-4%	1%	0%	/

A different layout for part of the listing above.
| structure | Rab9 prom act | TRPV1 agonist | BRCA1 expr act | ELG1 DNA repair | ELG1 genotox | NPC1 prom act | Gal4-VP16 FLuc | Tb PFK block | FLuc modulator | p53 reactivation | RORg inh |
| --- | --- | --- | --- | --- | --- | --- | --- | --- | --- | --- | --- |
| O=C(/C=C/c1ccccc1)NC(=O)c1ccccc1O | ? | 19 | 32% | ? | ? | ? | ? | 25% | 1.7µM* | 28µM* | -17% |
| COc1ccc(NC(=O)CCN2C(=O)C3CC=CCC3C2=O)cc1S(=O)(=O)N1CCCCC1 (centres undefined) | -7% | 7 | -3% | -9% | 0% | -1% | / | 0% | -3% | 0% | / |

Compound activity deposited in PubChem by National Center for Advancing Translational Sciences (NCATS).

Outcome played no part in choosing rows; about 15% have a hit in one of these screens.
